STAT1 blocker = inhibitors of IFN-gamma induced STAT1 signaling. NIH 3T3 STAT1-luciferase reporter, luminescence. inhibition, % at 5.5 µM. hit rate 0.35% among 200,000;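 active = inhibition above a set limit, the mean inhibition across all tested compounds plus 3 SD, cut at about 34% in these data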;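 also: 0% = IFN-gamma with DMSO and 100% = IFN-gamma with 300 µM nifuroxazide; values of inactives mirror those of a sister screen read the other way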
NF-kB neuron act = raises NF-kB expression in human neuronal cells; NF-kB reporter expression; active compounds read high; fold change at 12.5 µM; hit rate 1.6% among 190,000; in the data active = fold change above about 3.3
STAT3 inh = inhibitors of IL-6 induced STAT3 signaling. U3A cells, IL-6 STAT3-luciferase reporter, luminescence; host cell line lacks STAT1. inhibition, % at 5.5 µM. AID 862. hit rate 0.89% among 190,000;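 active = inhibition above the mean inhibition across all screened compounds plus 3 SD, cut at about 44% in these data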;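 also: 0% = DMSO only wells and 100% = 100 µM nifuroxazide control wells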
STAT1 activator = activators of IFN-gamma induced STAT1 signaling; NIH 3T3 STAT1-luciferase reporter, luminescence; 100% = IFN-gamma alone, no compound; activation (% of control), % at 5.5 µM; hit rate 2.6% among 200,000;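 active = activation above the screen-wide mean activation plus 3 SD, cut at about 130% in these data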;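 also: raw ratio to IFN-gamma control signal so 100% means no change and 0% no light; values of inactives mirror those of a sister screen read the other way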
APP 5'UTR act = activates APP 5'UTR luciferase reporter; SH-SY5Y APP 5'UTR luciferase reporter, luminescence; zero percent = DMSO vehicle wells; activation, % at 2 µM; hit rate 1% among 190,000; AID 1276;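 active = activation above a set limit, based on mean plus 3 SD of controls, cut at about 140% in these data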; also: values of inactives mirror those of a sister screen read the other way
Efa HMGR inh = E. faecalis class II HMG-CoA reductase inhibition; purified E. faecalis HMGR, NADPH absorbance 340 nm kinetic; hit rate 0.41% among 190,000; inhibition, % at 10 µM;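 active = inhibition above a set limit, the median over all tested compounds plus 3 SD, cut at about 9.5% in these data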;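 also: enzyme runs in reverse so mevalonate oxidation gives rising NADPH absorbance; 0% = complete reaction with DMSO and 100% = background rate lacking mevalonate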
STAT3 activator = activators of IL-6 induced STAT3 signaling; activation (% of control), % at 5.6 µM; U3A cells, IL-6 STAT3-luciferase reporter, luminescence; 100% = signal with IL-6 EC80 alone; hit rate 0.91% among 190,000;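 active = activation above the screen-wide mean of compound activation plus 3 SD, cut at about 130% in these data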;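 also: 0% = background luminescence of wells with medium and substrate only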
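Material: STAT3-luciferase reporter U3A cells; Probe or stimulus: IL-6 (33 ng/mL); Incubation: compound pre-incubation 1 h before IL-6, then 6 h stimulation at 37 °C; Technique: luminescence from STAT3-driven luciferase reporter; Evaluation: % activation versus median of IL-6-stimulated wells; Controls: IL-6-only high control.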
Hsp70 act = transcriptional activators of Hsp70; activation, % at 10 µM; HeLa Hsp70 promoter luciferase reporter, luminescence; scaled: vehicle 0, proteasome-inhibitor control 100%; AID 1203; hit rate 0.04% among 200,000;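 active = activation above the mean across all tested compounds plus 3 SD, cutoff set per campaign, cut at about 5.5% in these data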;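 also: 100% = MG132 at 30 µM as the positive control and 0% = DMSO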
Redox H2O2 prof = compounds producing H2O2 with reducing agent – biochemical, NIH compound library profiling, artefact control for MLSCN library redox annotation, primary screen. DTT-dependent redox cycling H2O2, phenol red/HRP absorbance; 100% = 100 µM peroxide control, 0% = buffer. activation, % at 10 µM. hit rate 0.03% among 200,000. AID 878;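 active = activation of at least 50% relative to the plate's high and low controls in the primary single-dose screen; inactive = activation below 50%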;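 also: compound incubated with DTT at 0.8 mM final as the reducing agent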
TLR4-MyD88 BLA = inhibitors of human TLR4-MyD88 binding; HeLa CL3-4 TLR4/MyD88 BLA complementation, FRET ratio; inhibition, % at 8.4 µM; hit rate 0.18% among 200,000; in the data active = inhibition above about 25%;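 also: 0% = vehicle and 100% = reference inhibitor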
Target sequence (O00206 whole entry, looked up): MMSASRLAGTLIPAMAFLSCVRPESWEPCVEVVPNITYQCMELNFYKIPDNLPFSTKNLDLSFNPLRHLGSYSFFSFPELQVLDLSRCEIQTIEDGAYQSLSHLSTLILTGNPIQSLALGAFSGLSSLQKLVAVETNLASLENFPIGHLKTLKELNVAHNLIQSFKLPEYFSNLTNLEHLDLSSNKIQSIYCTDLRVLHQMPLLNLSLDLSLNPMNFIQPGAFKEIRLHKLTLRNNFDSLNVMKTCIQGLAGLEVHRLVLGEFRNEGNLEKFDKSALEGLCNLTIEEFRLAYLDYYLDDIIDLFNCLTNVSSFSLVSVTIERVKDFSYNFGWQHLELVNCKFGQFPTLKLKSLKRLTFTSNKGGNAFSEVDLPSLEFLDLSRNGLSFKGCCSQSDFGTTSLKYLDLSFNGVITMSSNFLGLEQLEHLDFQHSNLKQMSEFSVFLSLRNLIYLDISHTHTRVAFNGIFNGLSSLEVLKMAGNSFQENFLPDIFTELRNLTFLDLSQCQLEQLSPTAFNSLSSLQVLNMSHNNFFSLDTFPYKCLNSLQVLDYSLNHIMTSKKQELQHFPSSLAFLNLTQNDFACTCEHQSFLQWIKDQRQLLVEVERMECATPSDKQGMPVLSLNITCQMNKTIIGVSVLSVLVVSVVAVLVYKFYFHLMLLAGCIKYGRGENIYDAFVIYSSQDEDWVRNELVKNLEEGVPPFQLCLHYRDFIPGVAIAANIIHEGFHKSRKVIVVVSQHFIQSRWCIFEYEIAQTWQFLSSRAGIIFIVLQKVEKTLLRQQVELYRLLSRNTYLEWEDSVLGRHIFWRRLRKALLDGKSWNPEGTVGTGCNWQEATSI
Target sequence (Q99836 whole entry, looked up): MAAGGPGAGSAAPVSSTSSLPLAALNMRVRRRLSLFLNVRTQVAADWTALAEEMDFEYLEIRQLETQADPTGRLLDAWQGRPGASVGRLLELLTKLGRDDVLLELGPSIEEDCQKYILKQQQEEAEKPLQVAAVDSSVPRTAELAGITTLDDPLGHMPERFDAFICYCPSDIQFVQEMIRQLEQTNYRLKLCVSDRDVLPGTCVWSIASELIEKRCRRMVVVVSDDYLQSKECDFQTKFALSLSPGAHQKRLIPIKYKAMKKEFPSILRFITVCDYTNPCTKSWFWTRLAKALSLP
An asterisk follows results filed as active; / = no result given.

entry | SMILES | STAT1 blocker | NF-kB neuron act | STAT3 inh | STAT1 activator | APP 5'UTR act | Efa HMGR inh | STAT3 activator | Hsp70 act | Redox H2O2 prof | TLR4-MyD88 BLA
1 | Cc1ccc(/C=N/NC(=O)CCSc2ccccc2)cc1 | -5 | 1.2 | -7 | 104 | -3 | 0 | 106 | 0.0 | -0.6 | 1
2 | COc1cc(/C=N/N=C(\N)c2nonc2N)cc(OC)c1OC | -3 | 1.1 | 2 | 102 | 7 | -3 | 100 | -0.1 | -0.6 | 4
3 | CSc1ccc(/C=C/c2cc(=O)c3ccccc3[nH]2)cc1 | 8 | 1.2 | -32 | 93 | 52 | 1 | 130 | -0.4 | 0.5 | 8
4 | C(=N\N(c1ccccc1)c1ccccc1)/c1ccc(N2CCOCC2)s1 | 4 | 0.83 | -13 | 96 | -3 | 0 | 111 | -0.2 | 0.6 | 0
5 | COc1ccc(C2CC(c3ccc(C)cc3)Nc3nc(N)nn32)cc1 (configuration not stated) | -2 | 1.5 | 9 | 102 | -4 | -1 | 93 | 0.1 | -1.1 | -10
6 | Cc1ccc(NC(=O)CN(c2cc(C)cc(C)c2)S(=O)(=O)c2c(C)noc2C)nc1 | 4 | 0.91 | 8 | 97 | 8 | 1 | 101 | -0.1 | -0.7 | 6
7 | CCS(=O)(=O)c1ccc2c(c1)N(S(=O)(=O)c1ccc(Cl)cc1)CC(C(=O)O)O2 (configuration not stated) | -3 | 1.1 | 9 | 102 | 3 | -2 | 99 | -0.1 | 0.4 | 2
8 | Cc1ccc(S(=O)(=O)c2cc3ccccc3oc2=O)cc1 | 4 | 1.1 | 5 | 96 | -15 | 3 | 102 | -0.1 | -0.4 | 6
9 | O=C(c1cccs1)N1CCN(c2ncccn2)CC1 | 2 | 1.1 | 4 | 99 | / | -5 | 103 | -0.4 | 0.2 | -4
10 | Fc1ccc(-c2cnc3n2CCCCC3)cc1 | 5 | 1.1 | 13 | 93 | 4 | -2 | 91 | -0.3 | -1.5 | -3
11 | COC(=O)c1ccc(COn2nnc3ccccc32)cc1 | -29 | 5.4* | 21 | 127 | 200* | -3 | 89 | 0.0 | -0.7 | 3
12 | CC(=O)NCCC(=O)Nc1cc(F)ccc1C | 0 | 1 | 5 | 100 | 2 | -2 | 98 | -0.1 | 0.9 | 6
13 | COc1ccc(OC)c(NC(=O)COC(=O)c2nc(Cl)ccc2Cl)c1 | -2 | 1.2 | -13 | 101 | 7 | 3 | 115 | -0.3 | -0.2 | 6
14 | CSCc1ccc(C(=O)NCc2ccc(F)cc2)cc1 | -4 | 1.4 | -8 | 104 | 32 | -5 | 109 | 0.2 | 0.3 | 3
15 | CCOC(=O)Cn1c(=O)oc2cc(S(=O)(=O)N3CCCC(C(=O)OCC)C3)ccc21 (configuration not stated) | 17 | 1.2 | 18 | 84 | -11 | -4 | 92 | -0.3 | 0.1 | 1
16 | COc1ccc(S(=O)(=O)N2CCOCC2)cc1NC(=O)CN1CCC(Cc2ccccc2)CC1 | 5 | 0.7 | 0 | 95 | 7 | 3 | 102 | -0.4 | 0.5 | -10
17 | COC(=O)CC1COc2ccccc2N1C(=O)c1ccc(C(C)(C)C)cc1 (configuration not stated) | 2 | 0.86 | 5 | 98 | -10 | -2 | 104 | -0.5 | -2.8 | -3
18 | O=[N+]([O-])c1cccc(CSc2nc3ccccc3[nH]2)c1 | -3 | 1.1 | 7 | 103 | 13 | -1 | 90 | -0.2 | 0.3 | -3
19 | Cc1cccc(N2CCN(C(=O)c3cc4ccccc4oc3=O)CC2)c1C | -6 | 1.6 | 20 | 106 | 4 | -2 | 87 | 0.1 | -0.1 | -7
20 | COc1ccccc1NS(=O)(=O)c1cc(NC(=O)c2sc3cc(Cl)ccc3c2Cl)ccc1C | -1 | 1 | 12 | 99 | -6 | -7 | 94 | -0.3 | -1.3 | 2
21 | CC(C)(C)c1ccc(O)c(/C=N\O)c1 | -6 | 1.3 | -16 | 104 | -2 | -3 | 114 | -0.3 | -0.1 | -20
22 | CC(C)C(=O)Nc1ccc(C(=O)N2CCCCCC2)cc1 | -2 | 1.3 | -6 | 102 | -11 | -3 | 103 | 0.0 | 0.2 | 12
23 | COc1ccc(CCC(C)Nc2ccccc2F)cc1 (configuration not stated) | -4 | 1.1 | 2 | 104 | -6 | -2 | 98 | -0.1 | 0.1 | -7
24 | COc1ccc(N(CN2C(=O)c3ccccc3C2=O)C(=O)COc2ccc(Cl)cc2Cl)cc1 | -7 | 0.83 | -12 | 106 | 13 | -5 | 106 | -0.5 | 0.4 | -5
25 | Cc1ccccc1-c1nnc(NC(=O)c2cc3ccccc3oc2=O)s1 | -3 | 1.2 | 0 | 103 | 19 | 0 | 100 | 0.1 | 0.0 | 7
26 | O=C(O)c1ccc(NS(=O)(=O)/C=C/c2ccccc2)cc1O | -9 | 1 | -5 | 108 | -14 | -4 | 107 | -0.2 | 2.2 | 3
27 | CC1CCCCN1Cc1ccc(N)cc1 (configuration not stated) | -2 | 1.3 | -7 | 102 | 9 | 0 | 109 | 0.0 | 1.4 | -3
28 | CCCCc1ccc(NC(=O)COCC)cc1 | -15 | 1.4 | -2 | 117 | 42 | 2 | 103 | 0.2 | 0.8 | -8
29 | CCCCC1OC2(C)OC(=N)C1(C#N)C(C#N)(C#N)C2c1ccccc1 (configuration not stated) | -8 | 1.4 | 4 | 107 | 5 | 1 | 99 | -0.3 | 0.5 | 4
30 | CN(O)/C=C/C(=O)c1ccc(Br)cc1 | 1 | 0.92 | -1 | 97 | 32 | -10 | 102 | -0.1 | -0.9 | -7
31 | NC(=O)NC(=O)CSc1nnc(-c2ccc(Cl)cc2)n1CC1CCCO1 (configuration not stated) | 0 | 1.2 | 5 | 100 | 15 | 0 | 101 | -0.2 | -0.4 | 3
32 | COc1ccc(CC(=O)Nc2ccc3c(c2)CCC3)cc1 | -2 | 1.5 | 1 | 102 | 27 | 0 | 98 | -0.1 | 0.4 | -15
33 | COC(=O)c1c(C(=O)OC)c2cccc3cc(-c4ccccc4)c4ccc1c4n32 | 8 | 0.99 | 5 | 92 | -17 | -2 | 95 | -0.5 | 1.2 | -13
34 | COc1ccc(C(O)c2nccn2Cc2ccccc2)cc1 (configuration not stated) | -5 | 1.2 | 5 | 104 | 11 | -4 | 100 | 0.1 | 0.3 | -5
35 | Cc1csc2nc(CNS(=O)(=O)c3ccc4c(c3)CCCC4)cn12 | 9 | 0.98 | 25 | 92 | -10 | -2 | 86 | 0.0 | 0.3 | -4
36 | CC(Sc1cccc[n+]1[O-])C(=O)Nc1cccc(S(=O)(=O)N2CCOCC2)c1 (configuration not stated) | -2 | 0.92 | -10 | 102 | 2 | -4 | 104 | -0.3 | 0.6 | 5
37 | O=C1COc2ccc(C(=O)COC(=O)CCSc3ccc(Cl)cc3)cc2N1 | -15 | 0.91 | 2 | 110 | 3 | 1 | 102 | -0.1 | 0.3 | -5
38 | CC1CC(C)CN(C(=O)CCCn2c(=S)[nH]c3ccccc3c2=O)C1 (configuration not stated) | 3 | 0.83 | 10 | 97 | -4 | -5 | 94 | -0.3 | 1.4 | -5
39 | O=C(CSc1nnc2ccccn12)Nc1nsc(-c2ccccc2)n1 | 2 | 1.2 | -1 | 98 | 6 | -3 | 99 | 0.0 | -0.1 | -27
40 | CCOc1ccccc1NC(=O)CN1C(=O)CSC(C)C1=O (configuration not stated) | -3 | 1.3 | -1 | 101 | -4 | -2 | 106 | -0.2 | -1.1 | -11
41 | CC(C)(C)c1ccc(OCCCNCc2ccccc2)cc1 | 1 | 0.93 | -14 | 99 | -6 | -1 | 110 | -0.1 | -0.5 | 6
42 | C=CCOc1ccc(Br)cc1CNCCO | -6 | 1 | -2 | 104 | -2 | -5 | 106 | -0.2 | -1.0 | 1
43 | CCC(=O)OC1=C2C(=Nc3c(c(=O)n(C)c(=O)n3C)C2c2ccccc2)c2ccccc21 (configuration not stated) | -5 | / | -3 | 104 | 5 | / | 103 | -0.5 | 1.9 | 1
44 | Cc1cc(C)nc(SC2CCCCC2NS(=O)(=O)c2ccc(Cl)cc2)n1 (configuration not stated) | 1 | 1.5 | -5 | 99 | / | 4 | 105 | -0.4 | -0.6 | -11
45 | CCNc1nc(NCC)n2c(SC(C(=O)Nc3cc(C)ccc3C)c3ccccc3)nnc2n1 (configuration not stated) | -6 | 1.2 | -8 | 105 | 21 | 1 | 106 | -0.3 | 0.0 | -13
46 | COc1ccc(C(C)=O)cc1CSc1nnc(-c2ccc(Cl)cc2)n1-c1ccccc1 | 5 | 0.78 | -5 | 96 | 13 | -4 | 104 | -0.3 | 2.5 | 12
47 | Cc1[nH]nc2c1C1(CCN(C(=O)c3ccccc3)CC1)C(C#N)=C(N)O2 | 0 | 1 | 7 | 100 | 4 | 6 | 99 | -0.2 | 0.6 | -5
48 | C/C(=N\OC(=O)c1ccc(Cl)cc1)c1sc(-c2ccccc2)nc1C | -13 | 4.4* | 6 | 112 | -1 | 3 | 96 | 0.0 | 0.2 | 4
49 | COc1ccc(C(=O)Nc2cc3c(cc2Cl)OCCCO3)cc1 | -41 | 4.3* | 1 | 137* | 134 | -2 | 98 | 0.1 | 0.1 | -14
50 | CCSc1oc(-c2ccccc2)nc1S(=O)(=O)c1ccccc1 | 0 | 0.96 | 10 | 100 | -6 | -13 | 96 | -0.2 | 2.9 | 0
51 | Cn1c(Cc2ccccc2)nnc1SCCC(=O)Nc1ccccc1 | 4 | 1 | 13 | 96 | 11 | -9 | 92 | -0.3 | -0.4 | -10
52 | O=C(Nc1nc2ccccc2[nH]1)c1cc2ccccc2o1 | -22 | 5.5* | 26 | 121 | 263* | -4 | 80 | -0.2 | -0.1 | 2
53 | COc1ccc2c(c1)C(C)=CC(C)(C)N2C(=O)CN1C(=O)CCC1=O | 2 | 0.97 | 3 | 98 | -4 | -4 | 99 | -0.5 | -0.4 | 0
54 | Cc1cc(Cl)ccc1OCCCC(=O)N1CCCc2ccccc21 | -5 | 0.95 | 11 | 104 | -2 | -3 | 91 | -0.1 | -0.2 | -11
55 | O=C(COc1ccc(Cl)cc1)NCc1nnc(SCC(=O)NC2CCCCC2)o1 | -2 | 1.1 | 7 | 102 | 4 | 1 | 97 | -0.4 | -0.2 | 8
56 | CCc1cc2c(NCCC(=O)O)ncnc2s1 | 3 | 1.2 | 0 | 97 | -4 | 0 | 104 | -0.4 | 2.9 | -4
57 | Cc1ccc(C)c(N2CCN(C(=O)c3csc(C)c3C)CC2)c1 | 11 | 1.1 | -2 | 90 | -2 | -1 | 104 | -0.3 | 0.1 | 3
58 | NC(=O)C1CCN(C(=O)COc2cccc3cccnc23)CC1 | -8 | 0.89 | 6 | 106 | -14 | -8 | 99 | -0.3 | 0.1 | -10
59 | CC(C)c1ccc(C(=O)CSc2n[nH]c(-c3ccncc3)n2)cc1 | -1 | 0.99 | 4 | 101 | 13 | -5 | 98 | -0.4 | -1.1 | -7
60 | CCOc1cc(S(=O)(=O)n2c(C)nc3ccccc32)ccc1F | 3 | 1.1 | 6 | 97 | 9 | -2 | 98 | -0.3 | 3.2 | -1

Compound activity from PubChem BioAssay.

An unsorted share of the library (roughly 5.6% active in at least one column).
